HKDC1 inh: inhibitors of human hexokinase HKDC1; recombinant HKDC1, G6PDH/diaphorase resazurin coupled fluorescence; inhibition, % at 20 µM; 340,000 compounds, 0.16% hits; Q2TB90; AID 493160;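 active = inhibition above about 35% when tested at 20 µM, limit read from the data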;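 note: plate controls were DMSO wells with enzyme for no effect and DMSO wells lacking enzyme for full effect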
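Test system: recombinant HKDC1 (HK5) hexokinase enzyme, produced in-house; Amount: enzyme 5 µg/mL final; Buffer or medium: Tris pH 8.0 buffer with MgCl2, Tween-20, BSA, BME; Reagent: glucose and ATP substrates; Doses: 20 µM test compound, 1% DMSO; Incubation: 90 min reaction incubation at room temperature, dark; Detection: resorufin fluorescence at 613 nm.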
SENP6 inh: blocks the human protease SENP6; Q9GZR1; Recombinant SENP6 catalytic domain, aminoluciferin luminescence; inhibition, % at 10 µM; 330,000 compounds, 1.8% hits;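 active = inhibition above about 50% at the single tested dose, limit read from the data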;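 note: plate controls were DMSO wells with enzyme for no effect and DMSO wells lacking enzyme for full effect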
Target sequence (Q9GZR1 628-1112 limits assumed): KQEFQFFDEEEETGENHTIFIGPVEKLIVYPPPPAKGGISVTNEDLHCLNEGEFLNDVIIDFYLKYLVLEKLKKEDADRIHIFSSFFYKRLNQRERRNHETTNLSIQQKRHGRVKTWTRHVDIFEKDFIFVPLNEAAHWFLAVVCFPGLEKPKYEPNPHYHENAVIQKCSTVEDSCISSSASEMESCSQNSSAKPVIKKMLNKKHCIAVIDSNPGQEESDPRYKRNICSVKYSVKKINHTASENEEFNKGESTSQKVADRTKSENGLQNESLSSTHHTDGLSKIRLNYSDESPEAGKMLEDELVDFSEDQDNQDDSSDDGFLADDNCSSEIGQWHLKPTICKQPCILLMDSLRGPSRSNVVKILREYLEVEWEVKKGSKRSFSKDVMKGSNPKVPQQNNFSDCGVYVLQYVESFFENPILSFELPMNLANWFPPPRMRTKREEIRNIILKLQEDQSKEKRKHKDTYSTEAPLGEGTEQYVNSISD
SENP8 block-1: SENP8 (human) protease inhibition; Q96LD8; recombinant SENP8, Nedd8 substrate fluorescence; inhibition, % at 20 µM; 360,000 compounds, 0.64% hits; AID 602440; in the data active = inhibition mostly above about 40%, no sharp cut-off; inactive = mostly below about 27%
Target sequence (Q96LD8 whole entry, looked up): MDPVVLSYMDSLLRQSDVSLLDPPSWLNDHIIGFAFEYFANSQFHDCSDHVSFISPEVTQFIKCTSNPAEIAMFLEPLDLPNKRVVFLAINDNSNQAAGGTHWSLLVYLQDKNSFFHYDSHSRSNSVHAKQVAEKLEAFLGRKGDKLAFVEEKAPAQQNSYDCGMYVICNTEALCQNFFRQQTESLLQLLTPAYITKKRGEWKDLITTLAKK
NLRP3 yeast inh: blocks the NALP3 inflammasome reconstituted in yeast; 330,000 compounds, 0.39% hits; inhibition, % at 10 µM; Yeast reconstituted NLRP3/ASC/caspase-1, beta-gal luminescence, 24 h;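 active = inhibition of 50% or more; inactive = inhibition below 50%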;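 note: plate controls were induced DMSO wells for no effect and uninduced yeast grown without galactose for full effect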
SENP8 block-2: SENP8 protease inhibition. Q96LD8. purified SENP8, Z-RLRGG-aminoluciferin cleavage, luminescence. inhibition, % at 10 µM. 330,000 compounds, 1.2% hits. AID 2540; in the data active = inhibition above about 50%
PfGluPho inh: PfG6PD (Plasmodium falciparum) enzyme inhibition | PfGluPho enzyme, NADPH resazurin-diaphorase fluorescence | inhibition, % at 20 µM | 350,000 compounds, 0.78% hits | AID 504690;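 active = inhibition reaching at least a set limit at 20 µM in the primary screen, cut at about 59% in these data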;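 note: 0% = DMSO wells with substrate and 100% = DMSO wells lacking glucose-6-phosphate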
SENP7 block: SENP7 protease inhibition. AID 434973. 330,000 compounds, 1.5% hits. Q9BQF6. recombinant SENP7, Z-RLRGG-aminoluciferin luminescence, 40 min. inhibition, % at 5 µM;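 active = inhibition above about 50% at the single test dose, limit read from the data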;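 note: plate controls were DMSO with enzyme for no effect and no enzyme buffer wells for full effect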
SENP1 FRET inh: inhibitors of human SENP1 SUMO protease catalytic domain; recombinant SENP1 catalytic domain, CyPet-SUMO1-YPet FRET cleavage; inhibition, % at 10 µM; 360,000 compounds, 0.21% hits; AID 624204;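 active = inhibition at least 30% at 10 µM, raw YFP signal under a set limit, fluorescence ratio 0.5 to 1.5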;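 note: 0% = enzyme with DMSO and 100% = no enzyme wells; some results filed as inactive read as strong as hits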
Target sequence (Q9P0U3 419-644 limits assumed): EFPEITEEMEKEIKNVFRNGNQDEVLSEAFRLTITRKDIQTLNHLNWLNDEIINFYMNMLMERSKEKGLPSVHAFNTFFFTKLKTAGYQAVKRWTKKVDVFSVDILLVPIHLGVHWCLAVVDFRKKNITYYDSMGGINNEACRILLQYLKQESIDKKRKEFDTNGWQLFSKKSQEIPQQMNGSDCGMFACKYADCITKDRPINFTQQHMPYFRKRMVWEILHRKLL
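Test system: human SENP1 catalytic domain; medium: Tris pH 8 buffer plus EDTA, NaCl, BME, BSA, NP40, catalase; incubation: 50 min reaction at room temperature; technique: FRET, CFP and YFP emission; controls: no-enzyme low control and enzyme-plus-DMSO high control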
Apaf-1 inh: inhibitors of human Apaf-1 apoptosome; AID 489030; 330,000 compounds, 0.71% hits; reconstituted apoptosome caspase-3 activity, DEVD-Rh110 fluorescence; inhibition, % at 20 µM; O14727; active = inhibition of at least 40% at 20 µM;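 note: plate controls were DMSO wells for no effect and DEVD-CHO caspase inhibitor wells for full effect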
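System: reconstituted apoptosome with Apaf-1, cytochrome c, caspase-9, procaspase-3, dATP; Signal: Rh110 fluorescence intensity; Schedule: 30 min compound preincubation, 50 min activation, room temperature; Reagent: cytochrome c trigger plus (Z-DEVD)2-Rh110 caspase-3 substrate.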
Starred values were filed as active, the others as inactive; nt = no result given.

SMILES	HKDC1 inh	SENP6 inh	SENP8 block-1	NLRP3 yeast inh	SENP8 block-2	PfGluPho inh	SENP7 block	SENP1 FRET inh	Apaf-1 inh
CCN(CC)S(=O)(=O)c1ccc2nc(NC(=O)c3cccs3)sc2c1	-2	-14	-424	10	-16	-27	-14	-6	16
CCN(CC)S(=O)(=O)c1ccc2c(c1)c(=O)c(C(=O)N1CCc3ccccc3C1)cn2C	-7	9	12	15	-8	-3	-2	-2	-3
COCC(=O)NC1CCN(S(=O)(=O)c2cccc(C(C)=O)c2)CC1	-4	-15	9	5	-9	-8	-9	1	-1
Cc1cccc2cc(C(c3nnnn3CC3CCCO3)N3CCc4ccccc4C3)c(=O)[nH]c12 (stereo not given)	22	67*	nt	1	38	8	49	nt	79*
CCOc1ccc(NC(=O)CSc2nnc(Cc3cccn3C)n2-c2ccc(OC)cc2)cc1	-6	-3	18	3	-7	7	-3	0	19
COc1ccccc1Nc1nc(N)nc(CN2CCN(Cc3ccccc3)CC2)n1	-10	-6	23	-3	-7	2	-9	-7	7
O=C(CCN1C(=O)C2C3C=CC(C3)C2C1=O)N1CCN(c2ccccc2Cl)CC1 (stereo not given)	-9	11	14	6	2	13	3	0	-2
Cc1ccc(OCc2ccc(C(=O)Nc3nc4ccccc4n3C)o2)c([N+](=O)[O-])c1	-6	-14	-11	13	-10	-6	0	0	0
COc1cccc(CNC(=O)CCC2CCCN(C(=O)C3CCOCC3)C2)c1 (stereo not given)	-5	3	10	-2	-8	8	-2	2	-13
Cn1c(=O)c(=O)n(C)c2cc(S(=O)(=O)N3CCC(Cc4ccccc4)CC3)ccc21	-4	-17	-139	12	-11	-13	-7	-1	-2
Cc1ccc(F)c(C2C3C=CCC(c4cccc(-c5ccc(N(C)C)cc5)c4)C3C(=O)N2Cc2ccccc2)c1 (stereo not given)	8	-15	-457	-4	-15	1	-8	2	14
Fc1cccc(-c2nn[nH]n2)c1	-4	-10	19	20	-1	-7	0	1	-11
COc1cccc(COC(=O)C2CC(=O)N(Cc3ccc(C)cc3)C2)c1OC (stereo not given)	-2	-12	4	15	-5	9	-6	0	15
C=CCN(Cc1nc(-c2ccccc2)no1)C(=O)c1ccc2c(c1)OCO2	-2	-19	1	29	-2	10	5	1	9
CC1CCc2sc(C(=O)N/N=C/c3ccc(O)cc3)cc2C1 (stereo not given)	-4	-14	-177	12	-9	4	2	0	0
COCC(C)NC(=O)c1cc(S(=O)(=O)N2CCCCC2)ccc1N1CCOCC1 (stereo not given)	-4	-16	-4	13	-10	-6	-7	-2	10
CCOc1ccc(NC(=O)C(=S)NC2CCCCC2)cc1	2	-16	17	7	-5	12	2	3	13
CCOP(=O)(OCC)C(NC(=O)c1ccc(OC)c(OC)c1)c1ccccc1 (stereo not given)	-8	-6	7	2	-1	4	4	1	-6
CCN(C(=O)c1ccc(S(=O)(=O)N(C)C)cc1)C(C)C(=O)Nc1ccc(C)cc1 (stereo not given)	3	5	20	18	-5	-7	-3	1	5
O=C(O)C1CC=CCC1C(=O)NCCc1cccc(Cl)c1 (stereo not given)	6	-5	-3	22	-2	-21	7	-1	-17
COc1ccc(Cl)cc1NC(=O)C(C)OC(=O)C1=NNC(=O)CC1 (stereo not given)	2	-18	19	14	-2	16	-5	1	-9
Cc1nn(CC(=O)N2CCc3ccccc3C2)c(C)c1[N+](=O)[O-]	14	-1	11	17	4	-6	-2	2	3
CN(C(=O)CSc1nncn1-c1ccccc1)C1CCS(=O)(=O)C1 (stereo not given)	2	-13	4	7	-9	-9	10	-1	-1
Cc1cccc(C)c1NC(=O)C(NS(=O)(=O)c1cccs1)c1ccccc1 (stereo not given)	-6	-18	-25	6	-4	-9	2	2	6
CCN(C/C=C/c1ccccc1OC)Cc1ccccc1	-5	10	11	12	-3	3	-1	0	-6

Next section, overlapping the part above by two compounds.
SMILES	HKDC1 inh	SENP6 inh	SENP8 block-1	NLRP3 yeast inh	SENP8 block-2	PfGluPho inh	SENP7 block	SENP1 FRET inh	Apaf-1 inh
Cc1cccc(C)c1NC(=O)C(NS(=O)(=O)c1cccs1)c1ccccc1 (stereo not given)	-6	-18	-25	6	-4	-9	2	2	6
CCN(C/C=C/c1ccccc1OC)Cc1ccccc1	-5	10	11	12	-3	3	-1	0	-6
C#CC1(NC(=O)N(C)C)CCCCC1	-4	19	9	7	1	-21	-5	2	-3
COC(=O)C(C)N(C#N)c1nc(NC(C)C)nc(SC)n1 (stereo not given)	-5	-8	18	-1	-4	-7	-10	0	4
O=c1c(-c2ccco2)[n+]([O-])c2ccccc2n1OCc1ccccn1	2	nt	-127	nt	nt	27	nt	-38	nt
Cc1nn(CC(=O)NCCN2CCCCCC2)c(=O)c2nn(-c3ccccc3)c(C)c12	-5	-4	16	8	-1	13	-8	-13	4
COc1ccc(/C=N\NC(=O)c2ccccc2Br)cc1COc1ccc(F)cc1	-10	2	-5	-1	-3	9	-2	4	18
COc1ccc(C2=Nn3c(nnc3-c3ccccc3C(F)(F)F)SC2)cc1OC1CCOC1 (stereo not given)	-4	-14	15	20	-2	-8	12	0	24
CC(C)c1nccn1CCC(=O)O	-9	8	9	5	-1	-6	0	3	-6
O=C(Nc1ccc(Cl)cc1)N(Cc1nnc2n1CCCCC2)c1ccccc1	-5	-3	4	-2	4	-13	3	3	-27
CC(NC(=O)c1ccccc1)c1nnc(SCC(=O)NC2=NCCS2)n1C (stereo not given)	-5	-24	-1	6	-9	2	-7	1	2
Cc1cc(=O)oc2c(C)c(OC(C)C(=O)NCCCN3CCCC3=O)ccc12 (stereo not given)	-2	17	-196	-1	1	0	3	2	2
Cc1cc(C)n(-c2nnc(N3CCN(c4ccccc4)CC3)nn2)n1	12	30	17	41	0	-8	11	3	8
COC(=O)c1sc(N)c(C(=O)OC)c1COC(=O)[C@@H](NS(=O)(=O)c1cccc(Cl)c1)C(C)C	-2	9	-33	13	6	9	-2	-1	10
Nc1cc(Cl)nc(N/N=C/c2ccc([N+](=O)[O-])cc2)n1	-6	-3	13	10	0	38	6	-2	1
Cn1nnnc1SCC(=O)Nc1ccc(Cl)c(S(=O)(=O)N2CCOCC2)c1	-7	-6	12	13	4	-1	0	3	-11
COc1ccc(CNCC2COc3ccccc3O2)cc1 (stereo not given)	-3	-22	20	20	-6	-1	-4	2	14
Cc1cc2c(cc1C)NC1=C(N2)OC(c2cccc(O)c2)C1=O (stereo not given)	-3	-5	5	-5	-3	-16	-2	1	3
COc1cc(NC(=O)c2ccccc2Cl)c(OC)cc1NC(=O)CN1CCCCC1	11	-13	4	20	-3	4	-6	1	16
COc1ccc(CN2C(=O)c3cccnc3C2=O)cc1S(=O)(=O)NCc1ccc(C)o1	-1	-7	13	9	2	15	1	0	-4
COc1ccccc1/C=C1\SC(=O)N(CCC(=O)NNC(=O)c2ccccc2Cl)C1=O	-7	-38	-54	-6	-13	-2	-2	-4	2
COC(=O)c1sc2cc(C(F)(F)F)cnc2c1-c1cccnc1	-10	9	5	24	2	-9	0	2	29
Cc1c(Cl)cccc1Nc1nc(N)nc(CSc2nc3ccccc3s2)n1	20	0	6	17	-7	7	1	-2	8
CCCCn1c(N)c(N(CCOC)C(=O)c2ccco2)c(=O)[nH]c1=O	-4	-1	-2	10	3	-2	1	-4	-3
Cc1cc(OCC(=O)NC2CC(C)(C)NC(C)(C)C2)c2c(C)cc(=O)oc2c1	1	3	-347	7	-1	-19	8	1	-12
CC(O)[C@H]1CNCCN1CCc1cccc(F)c1 (stereo not given in full)	7	6	14	-2	2	11	-4	-2	-7
Cc1cc(C)n(-c2ccc3cccc(NS(C)(=O)=O)c3n2)n1	-4	-13	7	2	-4	-6	-5	-1	5

An excerpt from above in order of their number in SENP1 FRET inh, smallest number first.
| compound | SENP1 FRET inh |
| --- | --- |
| CCCCn1c(N)c(N(CCOC)C(=O)c2ccco2)c(=O)[nH]c1=O | -4 |
| Cc1c(Cl)cccc1Nc1nc(N)nc(CSc2nc3ccccc3s2)n1 | -2 |
| Cc1cc(C)n(-c2ccc3cccc(NS(C)(=O)=O)c3n2)n1 | -1 |
| COc1ccc(C2=Nn3c(nnc3-c3ccccc3C(F)(F)F)SC2)cc1OC1CCOC1 (stereo not given) | 0 |
| CC(NC(=O)c1ccccc1)c1nnc(SCC(=O)NC2=NCCS2)n1C (stereo not given) | 1 |

As entered above:
Under SENP6 inh, Nc1cc(Cl)nc(N/N=C/c2ccc([N+](=O)[O-])cc2)n1 has -3
Under Apaf-1 inh, COc1ccccc1Nc1nc(N)nc(CN2CCN(Cc3ccccc3)CC2)n1 has 7
Under PfGluPho inh, Cc1nn(CC(=O)NCCN2CCCCCC2)c(=O)c2nn(-c3ccccc3)c(C)c12 has 13
Under Apaf-1 inh, Cc1cc(OCC(=O)NC2CC(C)(C)NC(C)(C)C2)c2c(C)cc(=O)oc2c1 has -12

(list continues)
SMILES	HKDC1 inh	SENP6 inh	SENP8 block-1	NLRP3 yeast inh	SENP8 block-2	PfGluPho inh	SENP7 block	SENP1 FRET inh	Apaf-1 inh
CC1CN(CC(O)COc2ccc(C#N)cc2)CCN1CC(O)COc1ccc(C#N)cc1 (stereo not given)	-8	14	11	13	7	11	-5	0	-1
COc1cccc(NC(=O)CN(C)C(C)C(=O)NC(=O)NC2CCCCC2)c1 (stereo not given)	-4	2	5	12	7	-1	-1	3	5
O=C(c1cc2ccccc2oc1=O)N(Cc1ccco1)CC1CCCO1 (stereo not given)	-10	0	30	4	3	-6	-3	-3	0
COc1ccc(CNC(=O)CC(NC(N)=O)c2ccccc2Cl)cc1OC (stereo not given)	-4	25	22	1	5	-15	2	-1	6
Cc1ccccc1NC(=O)C(C)OC(=O)C1CC(=O)N(Cc2ccco2)C1 (stereo not given)	2	-21	1	9	-19	-8	-8	2	8
COC(=O)c1cc(NC(=O)Cn2nc(C)n3cccc3c2=O)cc(C(=O)OC)c1	9	5	-39	14	6	-7	-2	-3	-4
CC[C@]1(C(=O)OC)[C@H]2C(=O)N(Cc3ccccc3)C(=O)[C@H]2[C@H]2CN=C(SCc3ccc(Cl)cc3)N21	3	nt	4	nt	nt	21	6	1	28
Cn1c(=O)oc2cc(S(=O)(=O)N3CCCC(C(=O)Nc4ccccn4)C3)ccc21 (stereo not given)	-1	1	11	8	-3	-17	0	-1	8
CCC1CCCCN1S(=O)(=O)c1c(C)n(C)c(=O)n(C)c1=O (stereo not given)	-8	-14	10	27	-9	2	-4	1	5
CCN(C(=O)CSc1nnc(-c2ccccc2OC)n1N)c1c(N)n(Cc2ccccc2)c(=O)[nH]c1=O	-1	nt	2	nt	nt	-1	nt	1	nt
CCN1CCN(c2ccc(N=Cc3ccccc3O)cc2)CC1	-3	-10	20	20	-11	3	-3	12	9
CC(NC(=O)c1nn(C)c(=O)c2ccccc12)c1ccccc1 (stereo not given)	-4	5	16	-8	-1	-7	3	4	3
CC1CCCN(C(=O)Cn2nnc(-c3cccnc3)n2)C1 (stereo not given)	-9	14	24	9	10	-12	4	2	7
Cc1ccc2nc(-c3ccccc3)cc(C(=O)Nc3cccnc3)c2c1	6	10	-24	19	3	3	3	1	8
Cc1ccc(OCCC(=O)OCC(=O)Nc2ccc(Cl)cn2)cc1	-8	-8	-28	3	6	-2	2	-3	6

High-throughput results: PubChem, Sanford-Burnham Center for Chemical Genomics
